Bioassay records (PubChem BioAssay)
IDH1 mut inh = inhibitors of human IDH1 R132H. O75874. IDH1 R132H reductase, diaphorase/resazurin fluorescence, 60 min. inhibition, % at 10 µM. 70,000 compounds, 0.18% hits. AID 624101; in the data active = inhibition above about 34%;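 note: 0% = DMSO and 100% = no enzyme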
Target sequence (O75874 whole entry R132H): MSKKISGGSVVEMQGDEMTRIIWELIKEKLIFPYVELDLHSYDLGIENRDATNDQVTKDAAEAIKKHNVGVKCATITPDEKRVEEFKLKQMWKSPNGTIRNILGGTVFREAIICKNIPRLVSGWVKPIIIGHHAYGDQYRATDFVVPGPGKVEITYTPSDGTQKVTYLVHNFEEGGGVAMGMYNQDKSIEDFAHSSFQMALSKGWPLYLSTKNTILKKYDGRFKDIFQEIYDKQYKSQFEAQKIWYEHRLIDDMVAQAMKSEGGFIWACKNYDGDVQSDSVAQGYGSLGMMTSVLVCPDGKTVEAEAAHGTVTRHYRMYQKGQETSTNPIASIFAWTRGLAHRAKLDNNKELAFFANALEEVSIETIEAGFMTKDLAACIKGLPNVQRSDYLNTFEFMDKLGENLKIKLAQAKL
EZH2 inh = EZH2 (human) methyltransferase inhibition. 57,000 compounds, 0.35% hits. inhibition, % at 12.5 µM. AID 651548. PRC2 H3K27 methylation, DELFIA TRF, 1 h. Q15910;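 active = mean inhibition of replicates at least 50% and every single replicate also reaching 50%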;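 note: dimethyl H3K27 on biotinylated H3 21-44 peptide detected by antibody; plate controls were median neutral control wells for no effect and median positive control wells for full effect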
Numbers without * were called inactive; . = not tested or not shown; & = joins results of further samples. A portion of the library. The share of hits here may be higher or lower than overall.

SMILES | IDH1 mut inh | EZH2 inh
C[C@@H]1CN([C@@H](C)CO)C(=O)c2cc(N(C)C)ccc2O[C@@H](C)CCCCO[C@@H]1CN(C)C | -0.1 | 3
C[C@@H]1CCCCO[C@H](CN(C)C(=O)c2ccccc2)[C@@H](C)CN([C@H](C)CO)C(=O)c2cc(NS(=O)(=O)c3ccc(Cl)cc3)ccc2O1 | -3.7 | .
C=CCC/C=N/NC(=O)CCCCCCC(=O)Nc1ccccc1O | 0.2 | 14
C[C@H]1CN([C@@H](C)CO)S(=O)(=O)c2ccc(-c3ccncc3)cc2O[C@H]1CN(C)C(=O)C1CCC1 | . | 10
COc1ccc(CN(C)C[C@@H]2Oc3c(NC(=O)C4CCCCC4)cccc3C(=O)N([C@@H](C)CO)C[C@H]2C)cc1 | -1.7 | -14
C[C@H]1CN([C@@H](C)CO)C(=O)Cc2cc(NC(=O)Cn3cnnn3)ccc2O[C@@H]1CN(C)Cc1ccc(-c2ccccc2)cc1 | -0.4 | -48
C[C@H](CO)N1C[C@H](C)[C@H](CN(C)S(=O)(=O)c2cccs2)Oc2ncc(C#Cc3ccc(F)cc3)cc2C1=O | 0.4 | .
Cc1noc(C)c1S(=O)(=O)Nc1ccc2c(c1)C(=O)N([C@H](C)CO)C[C@@H](C)[C@@H](CN(C)S(=O)(=O)c1cccs1)O2 | 0.3 | .
C[C@H]1CN([C@@H](C)CO)C(=O)c2cc(N(C)C)ccc2O[C@@H]1CN(C)C(=O)Nc1cccc2ccccc12 | 1.0 | 12
CO[C@@H]1CN(C)C(=O)c2ccc(NC(=O)Nc3cccc(F)c3)cc2OC[C@@H](C)N(C)C[C@@H]1C | 0.0 | -15
Cc1oc2nc(SCC(=O)N3CCCCC3)nc(N)c2c1C | -0.1 | .
C=C1CCCC(C)(C(=O)OC)C1CC/C(C)=C/CCC1=CC(=O)OC1 (centres undefined) | 0.3 | 19
COc1ccccc1-c1cnc2c(c1)C(=O)N([C@@H](C)CO)C[C@H](C)[C@H](CN(C)C)O2 | 8.5&-1.3 | -13&-2
C[C@H]1CN([C@@H](C)CO)C(=O)c2cc(-c3cccc(F)c3)cnc2O[C@@H]1CN(C)Cc1cccc(F)c1 | -1.2 | -7
CN1CCN(C(=O)C[C@H]2C[C@H]3c4cc(NC(=O)Nc5ccccc5)ccc4O[C@H]3[C@@H](CO)O2)CC1 | -2.4 | -14
Cc1cc(Cl)ccc1OCC(=O)Nc1cccc(NC(=O)c2ccccc2Cl)c1 | 0.0 | 9
CO[C@H]1CN(C)C(=O)c2ccc(NC(=O)c3ccccc3)cc2OC[C@@H](C)N(CC2CC2)C[C@H]1C | -0.1 | 2
CC(C)(C)c1cc(C(=O)NCc2ccco2)ccn1 | 0.2 | .
CC(=O)N(C)C[C@@H]1Oc2ncc(-c3ccccc3C)cc2C(=O)N([C@H](C)CO)C[C@@H]1C | -2.3 | -10
C[C@@H]1CN([C@@H](C)CO)C(=O)c2cc(NS(=O)(=O)c3ccccc3)ccc2O[C@@H]1CN(C)CC1CCCCC1 | -0.3 | -1
C[C@@H]1CN([C@H](C)CO)C(=O)c2cccc(NC(=O)Nc3ccc(C(F)(F)F)cc3)c2O[C@@H]1CN(C)CC1CC1 | 0.2 | 10
CC(C)NC(=O)Nc1ccc2c(c1)C(=O)N([C@@H](C)CO)C[C@H](C)[C@@H](CN(C)C(=O)Nc1ccccc1)O2 | 0.1 | -13
CO[C@H]1CN(C)C(=O)c2ccc(NS(=O)(=O)c3cn(C)cn3)cc2OC[C@@H](C)N(CCC(F)(F)F)C[C@@H]1C | 0.3 | -1
O=C(O)CCc1c(C(=O)O)[nH]c2cc(Cl)cc(Cl)c12 | 0.4 | -22
C[C@H](CO)N1C[C@H](C)[C@@H](CN(C)C)Oc2ccc(NC(=O)Nc3cccc4ccccc34)cc2C1=O | -7.0 | -5
CC(C)C#Cc1cnc2c(c1)C(=O)N([C@@H](C)CO)C[C@H](C)[C@@H](CN(C)C(=O)c1ccc3c(c1)OCO3)O2 | -0.5 | -2
C[C@@H]1CCCCO[C@H](CN(C)C(=O)Nc2ccccc2)[C@H](C)CN([C@@H](C)CO)C(=O)c2cc(NS(=O)(=O)c3cn(C)cn3)ccc2O1 | 1.1 | .
COc1ccc(NC(=O)N(C)C[C@@H]2Oc3ccc(NC(=O)Cc4cn(C)c5ccccc45)cc3C(=O)N([C@H](C)CO)C[C@@H]2C)cc1 | -10 | .
C[C@H]1CCCCO[C@H](CN(C)C(=O)Nc2ccc3c(c2)OCO3)[C@@H](C)CN([C@@H](C)CO)C(=O)c2cc(NS(=O)(=O)c3ccc(Cl)cc3)ccc2O1 | -0.5 | .
O=C(C[C@@H]1C[C@@H]2c3cc(NC(=O)C4CCC4)ccc3O[C@@H]2[C@@H](CO)O1)NCc1cc(F)ccc1F | 0.1 | -3
CS(=O)(=O)N(CC(=O)Nc1ccccc1C(=O)N1CCOCC1)c1ccc(Cl)cc1 | -0.2 | 6
C[C@@H]1CCCCO[C@@H](CN(C)C(=O)Nc2ccc3c(c2)OCO3)[C@@H](C)CN([C@H](C)CO)C(=O)c2cc(NC(=O)Nc3ccc4c(c3)OCO4)ccc2O1 | 0.6 | .
CCCc1cn(CC[C@@H]2CC[C@H](NC(=O)Cc3cccnc3)[C@H](CO)O2)nn1 | 0.2 | -1
Clc1snnc1CN1CCOCC1 | 0.3 | 19
C[C@H]1CN([C@@H](C)CO)C(=O)c2cc(NC(=O)Nc3cccc4ccccc34)ccc2O[C@@H]1CN(C)C | -7.0 | -3
Cc1ccc(-c2cnc3c(c2)C(=O)N([C@@H](C)CO)C[C@H](C)[C@@H](CN(C)C(=O)c2cccc(F)c2)O3)cc1 | -3.7 | 1
O=C(Cc1cccnc1)N[C@@H]1CC[C@H](CCNS(=O)(=O)c2ccccc2Cl)O[C@@H]1CO | 0.2 | -10
CC(C(=O)Nc1ccccc1-c1ccccc1)N(c1ccccc1)S(C)(=O)=O (centres undefined) | -0.3 | -16
COc1ccccc1NC(=O)COc1ccc(Cl)cc1CO | 0.1 | 5
O=C(Nc1ccccc1C(=O)O)c1cccc(NS(=O)(=O)c2ccc(Cl)cc2)c1 | -1.4 | 23

Looked up above.
C[C@@H]1CCCCO[C@H](CN(C)C(=O)Nc2ccccc2)[C@H](C)CN([C@@H](C)CO)C(=O)c2cc(NS(=O)(=O)c3cn(C)cn3)ccc2O1 – IDH1 mut inh: 1.1
O=C(O)CCc1c(C(=O)O)[nH]c2cc(Cl)cc(Cl)c12 – IDH1 mut inh: 0.4

Carrying on:
SMILES | IDH1 mut inh | EZH2 inh
C[C@@H]1CN([C@@H](C)CO)C(=O)c2cc(C#C[C@@H](C)O)cnc2O[C@@H]1CN(C)C(=O)Cc1ccncc1 | . | 0
COCC(=O)N(C)C[C@@H]1Oc2ncc(/C=C/c3ccccc3)cc2C(=O)N([C@@H](C)CO)C[C@@H]1C | 0.1 | -13
CC[C@@H]1/C=C(\C)C[C@H](C)C[C@H](OC)[C@H]2O[C@@](O)(C(=O)C(=O)N3CCCC[C@H]3C(=O)O[C@H](/C(C)=C/[C@@H]3CC[C@@H](O)[C@H](OC)C3)[C@H](C)[C@@H](O)CC1=O)[C@H](C)C[C@@H]2OC | -0.1 | .
CN(CC(=O)O)c1ncc(-c2nnnn2-c2ccccc2)c(-c2ccccc2Cl)n1 | -0.5 | -2
C[C@@H]1CN([C@H](C)CO)C(=O)c2cccc(NC(=O)Nc3ccccc3)c2O[C@H]1CN(C)C(=O)NC1CCCCC1 | -0.7 | -11
Cc1noc(C)c1NC(=O)N(C)C[C@@H]1Oc2ccc(NS(=O)(=O)c3cn(C)cn3)cc2C(=O)N([C@H](C)CO)C[C@@H]1C | 2.3 | .
Cc1noc(C)c1NC(=O)N(C)C[C@@H]1Oc2c(NC(=O)Nc3ccc4c(c3)OCO4)cccc2C(=O)N([C@H](C)CO)C[C@H]1C | 1.4 | .
Nc1nnc(SCC(=O)NC2CCCCC2)n1-c1ccccc1 | -0.3 | 10
C[C@@H]1CCCCO[C@H](CN(C)Cc2ccc(C(F)(F)F)cc2)[C@@H](C)CN([C@H](C)CO)C(=O)c2cc(NC(=O)Nc3ccc(C(F)(F)F)cc3)ccc2O1 | 1.2 | .
C[C@H](CO)N1C[C@H](C)[C@H](CN(C)C(=O)c2cccc(F)c2)Oc2ncc(-c3ccccc3)cc2C1=O | -0.1 | -11
COc1ccc(NC(=O)Nc2ccc3c(c2)[C@@H]2C[C@@H](CC(=O)NCc4ccc5c(c4)OCO5)O[C@H](CO)[C@@H]2O3)cc1 | 0.3 | -9
C[C@@H]1CN([C@@H](C)CO)C(=O)Cc2cc(NC(=O)Nc3cccc4ccccc34)ccc2O[C@@H]1CN(C)C(=O)Nc1ccccc1 | -2.5 | -21
Cc1ccc(NC(=O)C(C)n2cc([N+](=O)[O-])cn2)cc1C (centres undefined) | 0.5 | 4
C[C@@H]1CN([C@H](C)CO)C(=O)c2cccc(NS(=O)(=O)c3ccccc3)c2O[C@H]1CN(C)CC1CC1 | . | 24
Cc1ccc2c(c1)NC(C(F)(F)F)(C(F)(F)F)NC2=O | -0.2 | -26
C[C@H]1CN([C@@H](C)CO)C(=O)c2c(c3ccccc3n2C)-c2ccccc2CO[C@@H]1CN(C)C(=O)Nc1ccc(F)cc1 | . | -8
C[C@@H]1CN([C@@H](C)CO)S(=O)(=O)c2ccc(C#Cc3ccc(F)cc3)cc2O[C@H]1CN(C)C(=O)NC1CCCCC1 | 21 | 1
O=C(Nc1ccc(F)cc1)N[C@@H]1CC[C@H](CCNS(=O)(=O)c2cccc(Cl)c2)O[C@@H]1CO | -0.4 | -5
C[C@H](CO)N1C[C@H](C)[C@@H](CN(C)C(=O)Cc2ccccn2)Oc2ncc(/C=C/c3ccccc3)cc2C1=O | -0.8 | .
O=C(C[C@H]1C[C@H]2c3cc(NC(=O)NC4CCCCC4)ccc3O[C@H]2[C@@H](CO)O1)NCc1ccccc1 | 0.2 | -10
CCOc1ccc(NC(=O)CC2C(=O)NCCN2C(=O)c2ccccc2)cc1 (centres undefined) | 0.6 | -5
CCCN(C)C[C@H]1Oc2ncc(-c3cccc(C(=O)N(C)C)c3)cc2C(=O)N([C@H](C)CO)C[C@H]1C | -0.2 | 5
COC(=O)CCCCCCC(=O)N/N=C/c1ccc(OC)c(OC)c1 | -0.1 | -1
O=C(C[C@@H]1CC[C@@H](NC(=O)CC2CC2)[C@H](CO)O1)NCc1ccc(Cl)cc1 | -1.0 | 13
C[C@H]1CN([C@@H](C)CO)C(=O)c2cccc(NC(=O)C3CCOCC3)c2O[C@H]1CN(C)C | -0.2 | .
O=C(NCc1ccco1)C1OCCc2ccccc21 (centres undefined) | 0.1 | -5
C[C@@H]1CN([C@H](C)CO)C(=O)c2cc(NS(=O)(=O)c3cccs3)ccc2O[C@@H](C)CCCCO[C@@H]1CN(C)Cc1ccc(Cl)c(Cl)c1 | 0.5 | .
C[C@@H]1CN([C@@H](C)CO)C(=O)c2cccc(NC(=O)CCCCCC(=O)Nc3ccccc3N)c2O[C@@H]1CN(C)C(=O)Nc1cccc2ccccc12 | . | 1
CC(=O)N[C@H]1[C@H](O[C@@H]2[C@@H](O)[C@H](C)O[C@@H](Oc3ccc4c(=O)c(-c5ccc(O)cc5)coc4c3)[C@@H]2O)O[C@H](CO)[C@@H](O[C@@H]2O[C@@H](C)[C@H](O)[C@@H](O)[C@H]2O)[C@@H]1O | -0.2 | .
CCC(=O)N1C[C@@H](C)[C@H](OC)CN(C)C(=O)c2cc(NC(=O)C3CC3)ccc2OC[C@H]1C | 0.3 | -2
COc1ccc(S(=O)(=O)Nc2cccc3c2O[C@@H](CN(C)CC2CCCCC2)[C@@H](C)CN([C@H](C)CO)C3=O)cc1 | -0.6 | 6
CO[C@@H]1CC[C@@H]2CCOc3c(C#N)cccc3C(=O)N(C)C[C@@H](c3ccccc3)CC(=O)N(C)C[C@H]1O2 | 0.2 | -1
COCC(=O)N(C)C[C@@H]1Oc2ncc(C#Cc3ccncc3)cc2C(=O)N([C@@H](C)CO)C[C@@H]1C | 28 | 9
C[C@@H]1CN([C@@H](C)CO)C(=O)Cc2cc(N(C)C)ccc2O[C@@H]1CN(C)Cc1ccc(C(F)(F)F)cc1 | 1.8 | 0
COc1ccc(NC(=O)N(C)C[C@H]2Oc3ccc(NC(=O)CCCCCC(=O)Nc4ccccc4N)cc3CC(=O)N([C@@H](C)CO)C[C@H]2C)cc1 | 0.1 | -7

Some of these compounds in order of count of non-hydrogen atoms, largest number first:
SMILES | IDH1 mut inh | EZH2 inh
CC(=O)N[C@H]1[C@H](O[C@@H]2[C@@H](O)[C@H](C)O[C@@H](Oc3ccc4c(=O)c(-c5ccc(O)cc5)coc4c3)[C@@H]2O)O[C@H](CO)[C@@H](O[C@@H]2O[C@@H](C)[C@H](O)[C@@H](O)[C@H]2O)[C@@H]1O | -0.2 | .
C[C@@H]1CN([C@@H](C)CO)C(=O)c2cccc(NC(=O)CCCCCC(=O)Nc3ccccc3N)c2O[C@@H]1CN(C)C(=O)Nc1cccc2ccccc12 | . | 1
COc1ccc(NC(=O)N(C)C[C@H]2Oc3ccc(NC(=O)CCCCCC(=O)Nc4ccccc4N)cc3CC(=O)N([C@@H](C)CO)C[C@H]2C)cc1 | 0.1 | -7
C[C@@H]1CN([C@H](C)CO)C(=O)c2cc(NS(=O)(=O)c3cccs3)ccc2O[C@@H](C)CCCCO[C@@H]1CN(C)Cc1ccc(Cl)c(Cl)c1 | 0.5 | .
CCCN(C)C[C@H]1Oc2ncc(-c3cccc(C(=O)N(C)C)c3)cc2C(=O)N([C@H](C)CO)C[C@H]1C | -0.2 | 5
COCC(=O)N(C)C[C@@H]1Oc2ncc(C#Cc3ccncc3)cc2C(=O)N([C@@H](C)CO)C[C@@H]1C | 28 | 9
CCC(=O)N1C[C@@H](C)[C@H](OC)CN(C)C(=O)c2cc(NC(=O)C3CC3)ccc2OC[C@H]1C | 0.3 | -2
C[C@H]1CN([C@@H](C)CO)C(=O)c2cccc(NC(=O)C3CCOCC3)c2O[C@H]1CN(C)C | -0.2 | .
COC(=O)CCCCCCC(=O)N/N=C/c1ccc(OC)c(OC)c1 | -0.1 | -1
